Bioassay records: PubChem BioAssay, several laboratories
GASC-1 inh: inhibitors of GASC-1 histone demethylase, primary screen, biochemical, fluorescence, DELFIA europium; GST-JMJD2C(1-420) H3K9me3 demethylation; inhibition, % at 2.35 µM; 330,000 tested, 0.069% active; AID 2099, 2009;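 active means more than half of a compound's replicate wells show inhibition beyond 50%, single wells judged on their own value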;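 further: signal counts dimethyl H3K9 product captured on neutravidin plate; 0% = median of DMSO wells and 100% = 0.3 times that DMSO median; strong numbers were not always called active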
Efflux pump mplx: inhibitors of Candida efflux pumps in yeast, primary screen, S. cerevisiae, Nile Red, multiplex | S. cerevisiae Candida pump triplex | inhibition, % at 10 µM | 330,000 tested, 0.44% active | AID 485275, 2010;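 active means plate passing quality check with inhibition over a set limit, or well fluorescence over plate mean plus 4 SD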;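 further: Nile Red retained in pooled yeast measured as flow cytometry median fluorescence; 0% = buffer negative control and 100% = Enniatin B positive control; higher means more Nile Red kept so more efflux inhibition; some compounds called inactive have numbers as strong as hits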
LYPLA2 inh: LYPLA2 inhibitors, primary screen, counter-screen for PME1 inhibitor project, biochemical, fluorescence polarization, FP-Rh probe ABPP | recombinant LYPLA2 | Acyl-protein thioesterase 2 (Homo sapiens), O95372 | AID 2177, 2009 | inhibition, % at 5.9 µM | 320,000 tested, 0.38% active;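 active means inhibition above the screen-wide mean plus 3 SD, limit set per campaign, cut at about 26% in these data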;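 further: 0% = LYPLA2 with DMSO and 100% = wells lacking LYPLA2 enzyme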
Target sequence (O95372 whole entry, looked up): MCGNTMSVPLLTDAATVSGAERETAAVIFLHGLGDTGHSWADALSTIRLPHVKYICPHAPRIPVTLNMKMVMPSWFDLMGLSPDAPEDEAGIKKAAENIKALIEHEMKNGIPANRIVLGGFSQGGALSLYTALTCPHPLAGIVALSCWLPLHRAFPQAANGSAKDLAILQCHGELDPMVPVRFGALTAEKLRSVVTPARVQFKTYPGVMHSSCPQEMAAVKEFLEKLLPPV
PP5 primary: PP5 phosphatase inhibitors, primary screen, biochemical, fluorescence; Serine/threonine-protein phosphatase 5 (Homo sapiens), P53041; purified PP5c, OMFP substrate fluorescence; inhibition, % at 6.7 µM; 320,000 tested, 0.18% active; AID 1987, 2009;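 active means inhibition above the campaign's mean inhibition across all tested compounds plus 3 SD, cut at about 9.5% in these data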;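 further: 0% = DMSO only and 100% = 100 µM cantharidin control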
Target sequence (P53041 whole entry, looked up): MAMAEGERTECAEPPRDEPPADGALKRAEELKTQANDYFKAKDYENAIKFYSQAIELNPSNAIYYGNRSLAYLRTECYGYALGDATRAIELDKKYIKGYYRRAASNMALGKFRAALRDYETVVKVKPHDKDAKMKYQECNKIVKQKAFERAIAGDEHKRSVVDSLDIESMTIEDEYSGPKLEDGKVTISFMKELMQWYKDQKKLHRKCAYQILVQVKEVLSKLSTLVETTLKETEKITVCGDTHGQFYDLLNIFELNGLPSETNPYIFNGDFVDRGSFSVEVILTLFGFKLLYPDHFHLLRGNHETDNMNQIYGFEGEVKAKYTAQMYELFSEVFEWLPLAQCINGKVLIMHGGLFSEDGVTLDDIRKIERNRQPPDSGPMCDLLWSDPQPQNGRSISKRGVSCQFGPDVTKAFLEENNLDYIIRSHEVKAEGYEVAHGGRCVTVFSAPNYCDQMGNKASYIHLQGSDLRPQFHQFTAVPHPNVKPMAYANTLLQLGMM
PP1 inh: PP1-alpha phosphatase inhibitors, primary screen, counter-screen for PP5 inhibitor project, biochemical, fluorescence, OMFP substrate, single point; Serine/threonine-protein phosphatase PP1-alpha catalytic subunit (Homo sapiens), P62136; purified PP1alpha; inhibition, % at 6.7 µM; 320,000 tested, 0.9% active;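 active means inhibition above the mean inhibition of all tested compounds plus 3 SD, computed separately for each screening campaign, cut at about 15% in these data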
Fh CTSL1 inh: Fasciola hepatica cathepsin L1 inhibitors, primary screen, counter-screen for PFM18AAP inhibitor project, biochemical, QFRET, fluorogenic peptide substrate | recombinant F. hepatica cathepsin L1, Z-Leu-Arg-MCA fluorescence | inhibition, % at 5.96 µM | 300,000 tested, 0.49% active | AID 1906, 2009;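 active means inhibition above the mean of all tested compounds plus 3 SD, set per screening campaign, cut at about 17% in these data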;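 further: 0% = plate median of test compound wells and 100% = 1 µM Z-Phe-Ala-diazomethylketone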
TPT1 inh: Candida albicans TPT1 enzyme inhibitors, primary screen, biochemical, fluorescence polarization; recombinant caTPT1, FP RNA substrate dephosphorylation; inhibition, % at 5 µM; 300,000 tested, 0.81% active; AID 1962, 2009;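 active means inhibition above the mean of all tested compounds plus 3 SD, set per screening campaign, cut at about 24% in these data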;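 further: plate controls were DMSO alone for no effect and ferristatin control at 100 nM for full effect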
PREPL inh: PREPL enzyme inhibitors, primary screen, biochemical, fluorescence polarization. Prolyl endopeptidase-like (Homo sapiens), Q4J6C6. recombinant PREPL, fluorescence polarization activity-based probe. inhibition, % at 5.96 µM. 320,000 tested, 0.68% active. AID 2751, 2010; in the data active means inhibition above about 43%;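 further: 0% = enzyme with DMSO and 100% = wells lacking enzyme; many of its hits are not listed in these tables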
HCV core dimer: inhibitors of HCV core protein dimerization, primary screen, biochemical, TR-FRET, high-throughput | TR-FRET GST/Flag-core106 dimerization, 1536-well | inhibition, % at 5 µM | 300,000 tested, 0.33% active | AID 1899, 2009;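 active means inhibition above the mean of all tested compounds plus 3 SD, set per screening campaign, cut at about 45% in these data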
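System: GST/Flag-tagged HCV core106 proteins. Incubation: compound-protein-antibody incubation 4 h at 22.5 °C. Technique: HTRF with 340 nm excitation, 617/671 nm emission. Medium: KF-containing HEPES buffer, pH 7.45, DTT, CHAPS, BSA. Read-out: inhibition (%) from 671 over 617 nm ratio. Also added: Eu(K)-anti-GST 90 ng/mL plus XL665-anti-Flag 1 µg/mL.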
Starred values were filed as active, the others as inactive; i = inactive; . = no result given; & = joins results of further samples. Not all compounds are listed; rates above refer to the full screens.

Sequence of screens – LYPLA2 inh	PP1 inh	Fh CTSL1 inh	PREPL inh	PP5 primary	Efflux pump mplx	HCV core dimer	TPT1 inh	GASC-1 inh
CC(C)NC(=O)CSc1nc(Cc2cccs2)nc2ccccc12
 : -6	0	0	5	0.1	0.0	25	5	9
O=C(Cc1ccccc1)N/N=C/C=C/c1ccccc1[N+](=O)[O-]
 : -5	-2	3	-5	-0.6	0.1	4	3	-5
Cc1cc2ncn(CC(O)COc3cccc(C(=O)O)c3)c2cc1C (stereo not given)
 : 2	-5	-3	-2	-0.3	0.1	4	-2	-1
CN(C)C(=O)c1ccc2c(c1[N+](=O)[O-])C(=O)c1ccccc1C2=O
 : 14	2	2	1	0.7	-0.2	-12	-32	4
N#Cc1ccccc1CSc1nc2ccsc2c(=O)n1Cc1ccccn1
 : 9	10	2	-10	3.1	0.3	2	2	-4
O=C(N/N=C/c1c(Nc2cccc(C(F)(F)F)c2)nc2ccccn2c1=O)c1ccccc1[N+](=O)[O-]
 : 0	0	7	12	-0.6	0.0	1	1	28
Cc1ccc(Cl)cc1NC(=S)N(Cc1ccccc1)Cc1cccnc1
 : 0	2	-2	6	0.0	0.1	15	-3	2
CCc1c(C(=O)NN2C(=O)C3CCCCC3C2=O)csc1C (stereo not given)
 : -3	0	-3	6	1.4	0.2	-3	-2	-9
COc1cc(CNc2cccc(F)c2)cc(Br)c1O
 : -1	-3	2	13	1.0	-0.1	2	0	-4
O=C(N=c1ccn(-c2nc3ccccc3nc2NS(=O)(=O)c2ccc(Cl)cc2)cc1)c1cccs1
 : -1	-2	12	-6	-1.4	0.2	29	3	1
CCN(CC)C(=O)C1CCCN(Cc2ccc(N(C)C)cc2)C1 (stereo not given)
 : -2	-4	2	14	-1.1	0.0	0	0	5
CCCCCCc1c(O)c2ccccc2[nH]c1=O
 : 4	0	-2	1	1.1	-0.1	-4	-3	-4
Cc1noc(NC(=O)c2ccccc2C(F)(F)F)c1C#N
 : 0	-2	-1	0	1.2	0.0	3	-2	-18
Cc1ccc(C)c(S(=O)(=O)N2CCN(C(=O)CCCc3c[nH]c4ccccc34)CC2)c1
 : 0	3	4	47*	7.9	-0.1	2	0	-7
CCCCCCCc1c(C#N)c(N)[nH]c(=S)c1C#N
 : 11	4	2	-2	-0.7	0.0	20	0	12

The results go on:
Sequence of screens – LYPLA2 inh	PP1 inh	Fh CTSL1 inh	PREPL inh	PP5 primary	Efflux pump mplx	HCV core dimer	TPT1 inh	GASC-1 inh
Cc1n[nH]c(C)c1S(=O)(=O)N1CCCC(C(=O)NC2CCCCC2)C1 (stereo not given)
 : 1	-12	-1	-1	3.7	-0.1	7	0	8
O=C(/C=C/c1c(Cl)nc2ccccn12)N1CCN(c2ccc(F)cc2)CC1
 : 9	0	5	23	4.8	-0.1	-6	-2	-8
COc1ccc(C(C(=O)NC2CCCC2)N(C(=O)c2ccoc2C)c2cc(C)cc(C)c2)cc1 (stereo not given)
 : 0	4	2	10	0.6	0.2	12	-3	-2
CCCCOc1ccc(S(=O)(=O)Nc2cccnc2)cc1
 : 3	5	5	11	0.7	0.0	6	2	-9
COc1ccc(C(=O)C2CCCN(C(=O)c3cccnc3SC)C2)c(C)c1 (stereo not given)
 : 4	-2	-1	11	-2.6	0.1	7	2	-9
CS(=O)(=O)NNC(=O)c1cc2cc3ccccc3nc2s1
 : 0	-2	3	-9	0.3	0.0	-2	3	-1
C[c-]1[c-](C)[c-](C)[c-](C)[c-]1C.[Fe].c1cc2nccc(N3CCCC3)[c-]2c1 (stereo not given)
 : 4&6	0&0	2&-1	24&15	2.5&2.0	0.1&0.0	-39&-5	-5&-6	10
CC(=O)NC(=S)Nc1ccc(NC(=O)c2cccnc2Cl)cc1
 : 2	0	-6	2	-1.2	0.0	3	2	0
COc1ccc(CN2CCOC2=O)cc1OC
 : 2	1	1	-4	1.6	0.0	3	0	i
CCOC(=O)c1c(NC(=O)C2=C(C)NC(=S)NC2c2ccc(F)cc2)sc(C)c1C (stereo not given)
 : -6	5	-1	18	5.1	0.4	17	-1	.
COc1ccccc1NC(=O)Cc1noc(CSc2nnc(C)s2)n1
 : 4	0	2	-2	2.1	-0.1	-1	2	2
CCC1(C)Cc2nc3[nH]c(=S)n(-c4ccc(C)cc4)c(=O)c3cc2CO1 (stereo not given)
 : 5	-2	5	2	-0.7	-0.2	3	4	13
COc1ccc(CNC(=O)Nc2ccccc2)cc1
 : 2	1	0	-6	-0.6	-0.2	2	-5	11
O=C(O)CN1C(=O)C(=O)N(Cc2ccc(C(F)(F)F)cc2)C1=O
 : -2	6	-6	6	1.5	0.1	10	1	-4
CCOC(=O)C1CCCN(c2c(NCC3CCCN3CC)c(=O)c2=O)C1 (stereo not given)
 : 5	0	-3	-1	1.1	0.0	2	0	0

Other structures:
Sequence of screens – LYPLA2 inh	PP1 inh	Fh CTSL1 inh	PREPL inh	PP5 primary	Efflux pump mplx	HCV core dimer	TPT1 inh	GASC-1 inh
CCc1nnc(NC(=O)c2ccc(S(=O)(=O)N(CC(C)C)CC(C)C)cc2)o1
 : -1	25*	2	0	0.7	-0.1	-2	1	.
CCc1nnc(-n2nc(C)cc2-c2ccccc2)n1N
 : 11	-1	-2	0	2.7	0.0	-1	-5	4
O=C(COC(=O)c1ccc(NS(=O)(=O)c2cccs2)cc1O)NCc1ccccc1
 : 7	-2	0	10	-0.4	-0.2	0	4	22
CCc1cccc(NC(=O)Cn2c(=O)oc3cc(S(=O)(=O)N4CCOCC4)ccc32)c1
 : 0	0	1	2	1.4	-0.2	-1	-1	3
COc1ccc(CCNC(=O)Cc2ccc(NS(=O)(=O)c3ccc(F)cc3)cc2)cc1OC
 : 6	-6	.	12	0.1	-0.2	.	.	.
Cn1c2ccccc2c2c(C(=O)N3CCN(C(=O)c4ccco4)CC3)cn(C3CCCCC3)c(=O)c21
 : 0	3	8	7	2.6	0.3	-4	3	6
CC(C)(C)c1cc(Br)ccc1OCC(=O)Nc1ncn[nH]1
 : 0	23*	2	4	0.3	0.2	3	0	4
CC(=O)Oc1cccc(N2C(=O)C3C(C2=O)C2C=CC3C23CC3)c1 (stereo not given)
 : 6	-2	-18	5	1.3	-0.2	-2	-3	-4
CCc1ccc(N(CC)c2ncnc3nc[nH]c23)cc1
 : -2	2	1	2	2.8	0.1	-21	-1	-4
COc1ccc(CN2CCNC(=O)C2CC(=O)N(Cc2nccn2C)C(C)C)c(OC)c1 (stereo not given)
 : -5	2	0	-2	-0.9	0.0	1	-3	4
c1ccc(CCc2cc3ccccc3[nH]2)cc1
 : -2	-1	.	7	0.5	0.1	.	.	6
CCOC(=O)c1cccc(NS(=O)(=O)c2c(C)[nH]c(C)c2C(=O)N2CCCC2)c1
 : 3	2	-3	13	3.3	-0.1	-6	2	-11
CC1CCCCC1NC(=O)COC(=O)c1ccc(N(C)C)cc1 (stereo not given)
 : 4	1	8	10	-3.3	0.0	-7	-1	16
CC(C)CC(=O)Nc1ncnc2c1C(=O)CC(C)(C)C2
 : -6	3	-2	1	-1.4	0.0	-6	0	-6
CN(C(=O)c1cc(S(=O)(=O)N2CCOCC2)cs1)c1ccccc1
 : 7	0	0	7	4.5	0.0	-10	-1	-6

Next part:
Sequence of screens – LYPLA2 inh	PP1 inh	Fh CTSL1 inh	PREPL inh	PP5 primary	Efflux pump mplx	HCV core dimer	TPT1 inh	GASC-1 inh
O=C(Cn1ncc2c(=O)oc3ccccc3c21)NC1CC1
 : 1	0	0	-3	2.5	-0.1	1	-2	8
CNc1nc(N(C)C)nc(N(C)C)n1
 : 4	2	3	6	0.8	0.0	6	-4	8
Cc1noc(C)c1COC(=O)C1(c2cccc(F)c2)CCCC1
 : 3	-1	8	-1	1.7	0.0	2	-1	-8
O=S(=O)(c1ccc(F)cc1)N1CCN(Cc2ccccc2C(F)(F)F)CC1
 : -2	-2	0	-11	3.1	-0.1	4	-3	1
COc1ccc(CNC(=S)Nc2ccccc2-c2ccccc2)cc1
 : 0	1	2	-5	1.4	-0.3	1	0	5
CC(CCc1ccccc1)NC(=O)c1cccs1 (stereo not given)
 : 3	-5	0	13	1.7	0.1	1	2	-3
CC(=O)Nc1ccc(NC(=O)C(C)OC(=O)CCC2CCCCC2)cc1 (stereo not given)
 : 14	1	-5	-3	2.0	-0.1	4	0	-8
CCN(CC)CC#CCC(C)(c1ccccc1)c1ccccc1
 : 0	-1	0	-7	-0.5	1.1	-2	0	-24
Cc1ccc2cccc(OCC(=O)NCc3ccco3)c2n1
 : 6	0	-2	2	4.9	0.0	3	1	-18
OC1(CC#CCN2CCCCC2)c2ccccc2-c2ccccc21
 : 0	-3	1	-5	-0.4	0.0	-7	-3	-3
Cc1ccccc1OCCC(=O)OCC(=O)NC1CCS(=O)(=O)C1 (stereo not given)
 : 0	-6	-34	1	-4.3	0.1	4	-3	5
CCOC(=O)Cn1c(=NC(=O)C2COc3ccccc3O2)sc2cc(S(N)(=O)=O)ccc21 (stereo not given)
 : -8	3	3	15	1.1	0.0	19	-3	-4
CC(=O)N(Cc1c(C#N)c2ccccc2n1C)c1ccccc1
 : -1	-2	2	5	-0.2	-0.1	-1	-3	5
COC(=O)C1CCN(C(=O)c2sc3nc(-c4ccc(F)cc4)cn3c2C)CC1
 : -2	-4	-1	9	-0.3	0.0	-2	-2	.
COc1ccc(OCC(=O)NCCCn2ccnc2)cc1
 : 0	4	0	13	4.8	-0.1	-9	-3	10
